MsrA inh: inhibits bovine methionine sulfoxide reductase A. purified bovine MsrA, absorbance read-out. inhibition, % at 15.5 µM. 360,000 compounds, 0.75% hits. AID 651718; in the data active = inhibition above about 4.5%;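 also: 0% = vehicle wells with enzyme and 100% = reference inhibitor wells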
MsrA act: activators of bovine methionine sulfoxide reductase A; AID 602163; purified bovine MsrA, absorbance read-out; activation, % at 10.6 µM; 360,000 compounds, 0.3% hits; in the data active = activation above about 7.5%;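 also: 0% = vehicle and 100% = reference activator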
CendR NRP1 mod: NRP-1/CendR interaction modulation. O14786. FAM-RPARPAR peptide binding to NRP-1, fluorescence polarization. inhibition, % at 25 µM. 360,000 compounds, 0.85% hits. AID 602438;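 active = inhibition or corrected inhibition above about 18%, plus a signal ratio from 0.5 to 1.5, limit read from the data, passing the limit was not always enough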; also: strong numbers were not always called active
FAS TE block: inhibitors of human fatty acid synthase thioesterase domain; 360,000 compounds, 0.67% hits; AID 602261; P49327; inhibition, % at 15 µM; recombinant FAS-TE, OMFH fluorogenic substrate, fluorescence endpoint;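 active = compounds whose normalised, plate-corrected inhibition of enzyme fluorescence in the single-dose primary screen is 50% or more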;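 also: 0% = DMSO with enzyme and 100% = substrate without enzyme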
Target sequence (P49327 whole entry, looked up, the tested form may be a part): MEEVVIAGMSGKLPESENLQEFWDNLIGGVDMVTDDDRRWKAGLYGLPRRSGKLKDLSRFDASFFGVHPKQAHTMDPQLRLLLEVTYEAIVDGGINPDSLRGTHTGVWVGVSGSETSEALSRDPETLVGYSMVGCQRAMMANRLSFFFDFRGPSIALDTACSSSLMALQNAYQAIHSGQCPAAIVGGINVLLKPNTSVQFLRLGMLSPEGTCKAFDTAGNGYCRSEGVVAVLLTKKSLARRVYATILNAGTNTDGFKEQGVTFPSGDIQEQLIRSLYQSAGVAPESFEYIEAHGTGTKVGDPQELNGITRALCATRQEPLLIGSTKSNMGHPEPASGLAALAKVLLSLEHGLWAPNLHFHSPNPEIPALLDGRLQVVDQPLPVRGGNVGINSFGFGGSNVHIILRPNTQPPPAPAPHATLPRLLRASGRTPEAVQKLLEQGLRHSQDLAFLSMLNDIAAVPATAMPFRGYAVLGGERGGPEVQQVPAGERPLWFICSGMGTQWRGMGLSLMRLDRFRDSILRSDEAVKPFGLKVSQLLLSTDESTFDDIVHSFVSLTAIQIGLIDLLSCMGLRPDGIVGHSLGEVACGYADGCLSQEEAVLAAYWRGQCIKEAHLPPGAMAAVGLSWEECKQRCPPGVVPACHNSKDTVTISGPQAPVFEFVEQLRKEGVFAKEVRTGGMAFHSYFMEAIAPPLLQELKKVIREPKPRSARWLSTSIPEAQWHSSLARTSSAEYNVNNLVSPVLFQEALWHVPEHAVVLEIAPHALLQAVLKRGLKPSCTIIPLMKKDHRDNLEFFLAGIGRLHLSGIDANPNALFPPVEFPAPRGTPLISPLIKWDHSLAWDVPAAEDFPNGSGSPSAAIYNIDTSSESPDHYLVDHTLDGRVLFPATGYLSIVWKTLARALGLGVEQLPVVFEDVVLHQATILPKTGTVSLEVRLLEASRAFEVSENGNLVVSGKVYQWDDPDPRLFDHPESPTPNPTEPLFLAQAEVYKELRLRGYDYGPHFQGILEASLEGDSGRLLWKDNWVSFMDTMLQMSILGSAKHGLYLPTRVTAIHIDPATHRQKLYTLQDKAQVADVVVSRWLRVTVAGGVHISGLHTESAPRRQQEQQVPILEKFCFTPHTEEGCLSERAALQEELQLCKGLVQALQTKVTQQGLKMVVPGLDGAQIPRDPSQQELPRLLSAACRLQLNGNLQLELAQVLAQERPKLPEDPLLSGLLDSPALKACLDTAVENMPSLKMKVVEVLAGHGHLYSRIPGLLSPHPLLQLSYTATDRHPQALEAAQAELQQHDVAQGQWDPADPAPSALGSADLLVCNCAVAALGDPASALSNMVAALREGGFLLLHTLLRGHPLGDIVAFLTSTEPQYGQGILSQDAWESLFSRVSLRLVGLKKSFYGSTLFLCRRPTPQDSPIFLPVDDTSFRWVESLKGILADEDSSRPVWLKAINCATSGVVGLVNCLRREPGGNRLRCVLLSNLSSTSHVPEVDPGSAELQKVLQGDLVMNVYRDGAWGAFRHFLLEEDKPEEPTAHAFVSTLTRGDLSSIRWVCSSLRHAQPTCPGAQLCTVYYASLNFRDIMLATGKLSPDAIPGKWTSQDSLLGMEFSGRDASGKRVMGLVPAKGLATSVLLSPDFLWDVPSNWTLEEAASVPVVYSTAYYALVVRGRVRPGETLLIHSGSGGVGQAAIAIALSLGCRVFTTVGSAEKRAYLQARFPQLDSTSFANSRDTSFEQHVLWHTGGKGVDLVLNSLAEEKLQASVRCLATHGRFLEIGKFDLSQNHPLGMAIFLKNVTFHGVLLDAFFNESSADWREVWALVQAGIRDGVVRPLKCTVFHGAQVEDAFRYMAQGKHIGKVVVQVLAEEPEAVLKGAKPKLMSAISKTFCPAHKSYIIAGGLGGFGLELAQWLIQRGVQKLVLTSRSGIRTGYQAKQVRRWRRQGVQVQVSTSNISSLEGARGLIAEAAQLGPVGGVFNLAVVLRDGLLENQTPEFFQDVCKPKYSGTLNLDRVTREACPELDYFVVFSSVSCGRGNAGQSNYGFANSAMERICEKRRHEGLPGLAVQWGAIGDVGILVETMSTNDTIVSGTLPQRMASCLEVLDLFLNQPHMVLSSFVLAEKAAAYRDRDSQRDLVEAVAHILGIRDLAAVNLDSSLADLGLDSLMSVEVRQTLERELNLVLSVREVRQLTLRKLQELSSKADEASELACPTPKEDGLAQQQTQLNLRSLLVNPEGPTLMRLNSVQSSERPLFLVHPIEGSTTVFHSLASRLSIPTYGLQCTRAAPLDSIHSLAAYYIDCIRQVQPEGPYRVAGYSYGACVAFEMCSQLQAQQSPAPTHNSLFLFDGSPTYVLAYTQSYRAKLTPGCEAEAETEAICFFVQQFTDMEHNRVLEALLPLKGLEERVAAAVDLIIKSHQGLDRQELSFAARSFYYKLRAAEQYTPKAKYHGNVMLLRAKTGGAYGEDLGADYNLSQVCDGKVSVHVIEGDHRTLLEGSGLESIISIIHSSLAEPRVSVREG
MLLE-PAM2 inh: inhibitors of microRNA-mediated deadenylation, human PABP1 MLLE binding; 360,000 compounds, 0.36% hits; AID 588489; GST-MLLE / FITC-PAM2 fluorescence polarization; P11940; inhibition, % at 20 µM; in the data active = inhibition above about 35%, passing the limit was not always enough;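 also: plate controls were DMSO wells with GST-MLLE for no effect and wells lacking GST-MLLE protein for full effect; some results filed as inactive read as strong as hits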
eLon inh: inhibits E. coli Lon protease | 360,000 compounds, 0.42% hits | AID 602123 | P0A9M0 | purified E. coli Lon protease, fluorescence polarization | inhibition, % at 7.94 µM; in the data active = inhibition above about 13%, passing the limit was not always enough;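 also: 0% = enzyme with probe and DMSO and 100% = no enzyme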
SKN-1 inh: C. elegans SKN-1 inhibition | C. elegans VP596 Pgst-4::GFP/RFP ratio, acrylamide-induced, 24 h | 360,000 compounds, 0.49% hits | inhibition, % at 21.8 µM | AID 624304;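 active = interference check ratio from 0.5 to 1.5 plus GFP to RFP signal ratio inhibition reaching or exceeding a fixed threshold, cut at about 30% in these data, passing the limit was not always enough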; also: some compounds called inactive have numbers as strong as hits
MT1-MMP act inh: blocks activation of human MT1-MMP | 360,000 compounds, 0.061% hits | HT1080 RFP-PRO-GFP cells, GFP/RFP ratio fluorescence, overnight; percent of plate control window, DMSO zero | GFP/RFP ratio change, % at 20 µM | P50281;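 active = GFP/RFP ratio change of at least 30% with cell ATP level not reduced by more than half and red fluorescence within 50% of control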; also: strong numbers were not always called active
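system = RFP-PRO-GFP reporter HT1080 cells | dosing = 20 µM single dose, 1% DMSO | timing = overnight cell settling, then overnight compound exposure, 37 °C, 5% CO2 | read-out basis = GFP/RFP fluorescence ratio | controls = DMSO and RFP-L50D-GFP cell wells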
TbMetRS inhib: blocks T. brucei methionyl-tRNA synthetase activity; inhibition, % at 11.9 µM; purified T. brucei MetRS, ATP depletion, Kinase-Glo luminescence; AID 624268; 360,000 compounds, 0.4% hits;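 active = inhibition above a per-plate cutoff of the control wells' mean inhibition plus 3 SD, cut at about 5.5% in these data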;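 also: 0% = DMSO wells median and 100% = median of wells with control inhibitor compound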
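Material: parasite MetRS enzyme / Replication: singlicate, one well per compound / Signal: luminescence of leftover ATP / Schedule: 2 h aminoacylation at 25 °C after 15 min preincubation / Medium: HEPES-MgCl2-KCl buffer plus DTT, spermine, BSA, pyrophosphatase / Doses: 11.9 µM single point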
An asterisk follows results filed as active; . = no result given.

#1 COc1ccc(CNC(=O)C2CCN(S(=O)(=O)N3CCCCC3)CC2)c(OC)c1
#2 CC1CN(C(=O)COC(=O)c2ccc(S(=O)(=O)N(C)C)cc2)CC(C)O1 (stereo not given)
#3 O=C(Cn1ncc2c1-c1ccccc1OC2)N1CCN(c2ccccn2)CC1
#4 O=C(c1cc2ccccc2oc1=O)N(Cc1cccs1)Cc1ccccc1Cl
#5 CCc1ccc(OCC(=O)c2c(O)c3ccccc3oc2=O)cc1
#6 CCCN1CCN(S(=O)(=O)c2ccc3c(c2)OCCO3)CC1
#7 COc1cc(/C=C/C(=O)OCC(=O)N2CCC(C)CC2)ccc1OCC#N
#8 CCOC(=O)CC(=O)CSc1ccc2nnc(-c3ccccc3)n2n1

compound no.	1	2	3	4	5	6	7	8
MsrA inh	-0.6	-1.1	-0.5	0.9	0.2	-1.0	-0.5	0.9
MsrA act	-7	0	-6	-5	-10	-10	0	-6
CendR NRP1 mod	7	9	1	2	-17	8	-7	3
FAS TE block	-4	-3	-6	22	-2	-6	-5	-3
MLLE-PAM2 inh	-4	-5	-13	1	-4	26	-1	12
eLon inh	-2	8	-13	-5	0	2	-2	-8
SKN-1 inh	3	15	2	-3	-7	-4	-7	20
MT1-MMP act inh	1	-1	5	0	-2	-2	-3	-3
TbMetRS inhib	0.1	-0.6	-0.9	-0.6	1.3	-1.2	0.0	-1.4

#9 O=C(O)CCN1C(=O)/C(=C2\C(=O)N(Cc3ccc(F)cc3)c3ccccc32)SC1=S
#10 COc1ccc(C(=O)Nc2cc(C)cc(C)c2)cc1S(=O)(=O)N1CCOCC1
#11 C/C(=C\[C@@H](NP(=O)(c1ccccc1)c1ccccc1)c1ccccc1)CO[Si](c1ccccc1)(c1ccccc1)C(C)(C)C
#12 O=C(/C=C/c1ccco1)NC(=S)Nc1cc(C(F)(F)F)ccc1N1CCOCC1
#13 O=C(COC(=O)c1cccs1)NCCN1C(=O)CSC1=O
#14 COc1ccc(SCCN2CC[C@@H](C)CCC2=O)cc1
#15 O=C(CSc1nnc(C2COc3ccccc3O2)o1)Nc1ccc(F)cc1Cl (stereo not given)
#16 Cc1cc(C)c2c(=O)n3c(nc2c1)C(Cc1ccc(O)cc1)NC(=O)c1cc2ccccc2cc1-3 (stereo not given)

compound no.	9	10	11	12	13	14	15	16
MsrA inh	-0.4	-1.0	0.2	0.4	0.4	0.2	-0.4	1.1
MsrA act	0	-2	-4	-3	-12	-2	3	-1
CendR NRP1 mod	5	8	-12	-10	6	7	0	1
FAS TE block	-2	1	16	18	-5	-16	2	30
MLLE-PAM2 inh	33	-3	-10	-4	10	11	0	17
eLon inh	2	1	-20	-1	0	-2	12	2
SKN-1 inh	5	10	3	10	-2	-6	4	1
MT1-MMP act inh	-6	4	-40	-9	-1	-2	1	-23
TbMetRS inhib	-0.4	0.5	0.4	-0.1	-1.2	-0.4	-0.6	1.5

#17 Cc1cnc(CNC(=O)c2ccc(OC3CCN(C(=O)C4CC4)CC3)cc2)cn1
#18 CCOc1ccc(CC2S/C(=N/c3ccccn3)NC2=O)cc1 (stereo not given)
#19 Cc1[nH]c2ccccc2c1-c1csc(NC(=O)CN2CCOCC2)n1
#20 O=C(COn1nnc2ccc(Cl)cc21)NC12CC3CC(CC(C3)C1)C2
#21 O=C(O)/C=C/c1cccc2c1OCCO2
#22 COCCOc1ccc(C(F)(F)F)cc1NC(=O)COC(=O)Cc1c[nH]c2ccccc12
#23 Cc1ccc(NNC(=S)Nc2ccc(C(C)C)cc2)c(C)c1
#24 CCOc1ccc(-c2nnn(CC(=O)NCCc3c[nH]c4ccccc34)n2)cc1

compound no.	17	18	19	20	21	22	23	24
MsrA inh	0.2	0.1	0.7	1.0	-0.6	0.4	1.0	1.0
MsrA act	-14	-1	-4	1	-2	-5	-6	-3
CendR NRP1 mod	-6	5	0	-6	-3	-5	-6	-10
FAS TE block	-10	-11	-2	18	-4	25	1	10
MLLE-PAM2 inh	-5	8	16	-12	-13	-7	23	3
eLon inh	-6	2	0	0	5	5	-7	3
SKN-1 inh	-3	22	5	6	16	-2	-6	10
MT1-MMP act inh	.	5	-1	3	1	2	0	3
TbMetRS inhib	-1.6	-0.7	-1.1	-1.2	-0.5	-0.3	-1.1	-0.2

#25 Cc1noc(C)c1S(=O)(=O)N1CCCC(C(=O)N2CCC(C)CC2)C1 (stereo not given)
#26 COc1ccccc1/C=C\C=N\NC(=O)c1ccco1
#27 COC(=O)C[C@@H]1CC[C@@H](NS(=O)(=O)c2cccc(OC)c2)[C@@H](CO)O1
#28 O=C(CSc1nncs1)NCCNC(=O)CSc1nncs1
#29 Cc1ccc(/C=N/NC(=O)Cc2cccn2C)cc1
#30 COc1cccc2sc(=NC(=O)CS(=O)(=O)c3ccc(Cl)cc3)n(C)c12
#31 CCC(Sc1nc(N)c(NC(=O)c2ccc(OC)cc2)c(=O)[nH]1)C(=O)O (stereo not given)
#32 COc1ccc(C(CCNCc2ccc(N(C)C)cc2)c2ccccc2)cc1 (stereo not given)

compound no.	25	26	27	28	29	30	31	32
MsrA inh	0.2	1.7	-0.6	0.9	-0.9	-0.1	-0.1	0.2
MsrA act	-1	-2	.	-7	-3	-3	-1	0
CendR NRP1 mod	8	-2	-1	4	-2	-11	7	2
FAS TE block	-1	-7	.	-6	-2	23	-8	0
MLLE-PAM2 inh	-1	-3	.	1	5	5	-4	9
eLon inh	2	-6	.	0	-6	-6	5	-4
SKN-1 inh	5	2	8	-10	-1	-8	-1	17
MT1-MMP act inh	-2	5	2	1	-2	-2	4	-6
TbMetRS inhib	-1.1	-1.2	-1.2	-0.7	2.5	-0.5	-0.7	-0.5

#33 COC(=O)Cc1c(O)ccn(Cc2ccc(F)cc2)c1=O
#34 O=C(Oc1cc2oc(=O)c3c(c2cc1Cl)CCCC3)c1ccco1
#35 Cc1ccc(/C=C/C(=O)c2ccc(C)cc2)cc1
#36 Cc1ccc(S(=O)(=O)Nc2c(C)n(C)n(-c3ccccc3)c2=O)cc1C(=O)OC(C)C(=O)N(C)c1ccccc1 (stereo not given)
#37 CCCS(=O)(=O)N1CCC(C(=O)c2cccc(C(F)(F)F)c2)CC1
#38 COc1ccc(C2C3=C(CC(C)(C)CC3=O)Oc3ncn(CC(C)C)c(=N)c32)cc1 (stereo not given)
#39 COc1ccc(S(=O)(=O)N(C)C[C@H]2Oc3c(NS(=O)(=O)c4cn(C)cn4)cccc3C(=O)N([C@H](C)CO)C[C@@H]2C)cc1
#40 O=C(CNc1cccc(S(=O)(=O)N2CCOCC2)c1)Nc1ccc(C(F)(F)F)cc1

compound no.	33	34	35	36	37	38	39	40
MsrA inh	0.2	1.1	1.3	-0.7	-0.2	1.9	1.1	-0.4
MsrA act	-13	-1	3	-9	1	4	-1	-1
CendR NRP1 mod	7	-16	0	0	-7	-9	12	-1
FAS TE block	-7	10	3	-1	-2	-3	-1	4
MLLE-PAM2 inh	-6	0	13	0	-1	2	5	-8
eLon inh	-8	5	-2	6	-8	-5	-3	10
SKN-1 inh	-22	-14	8	-1	6	-12	-16	13
MT1-MMP act inh	0	-1	-1	-2	3	-17	-1	-9
TbMetRS inhib	-1.6	0.2	-0.4	-1.4	0.0	-0.2	-0.3	-0.4

Given with bars between the fields: entries from further up
entry | Compound | MsrA inh | MsrA act | CendR NRP1 mod | FAS TE block | MLLE-PAM2 inh | eLon inh | SKN-1 inh | MT1-MMP act inh | TbMetRS inhib
24 | CCOc1ccc(-c2nnn(CC(=O)NCCc3c[nH]c4ccccc34)n2)cc1 | 1.0 | -3 | -10 | 10 | 3 | 3 | 10 | 3 | -0.2
25 | Cc1noc(C)c1S(=O)(=O)N1CCCC(C(=O)N2CCC(C)CC2)C1 (stereo not given) | 0.2 | -1 | 8 | -1 | -1 | 2 | 5 | -2 | -1.1
26 | COc1ccccc1/C=C\C=N\NC(=O)c1ccco1 | 1.7 | -2 | -2 | -7 | -3 | -6 | 2 | 5 | -1.2
27 | COC(=O)C[C@@H]1CC[C@@H](NS(=O)(=O)c2cccc(OC)c2)[C@@H](CO)O1 | -0.6 | . | -1 | . | . | . | 8 | 2 | -1.2
28 | O=C(CSc1nncs1)NCCNC(=O)CSc1nncs1 | 0.9 | -7 | 4 | -6 | 1 | 0 | -10 | 1 | -0.7
29 | Cc1ccc(/C=N/NC(=O)Cc2cccn2C)cc1 | -0.9 | -3 | -2 | -2 | 5 | -6 | -1 | -2 | 2.5
30 | COc1cccc2sc(=NC(=O)CS(=O)(=O)c3ccc(Cl)cc3)n(C)c12 | -0.1 | -3 | -11 | 23 | 5 | -6 | -8 | -2 | -0.5
31 | CCC(Sc1nc(N)c(NC(=O)c2ccc(OC)cc2)c(=O)[nH]1)C(=O)O (stereo not given) | -0.1 | -1 | 7 | -8 | -4 | 5 | -1 | 4 | -0.7
32 | COc1ccc(C(CCNCc2ccc(N(C)C)cc2)c2ccccc2)cc1 (stereo not given) | 0.2 | 0 | 2 | 0 | 9 | -4 | 17 | -6 | -0.5
33 | COC(=O)Cc1c(O)ccn(Cc2ccc(F)cc2)c1=O | 0.2 | -13 | 7 | -7 | -6 | -8 | -22 | 0 | -1.6
34 | O=C(Oc1cc2oc(=O)c3c(c2cc1Cl)CCCC3)c1ccco1 | 1.1 | -1 | -16 | 10 | 0 | 5 | -14 | -1 | 0.2
35 | Cc1ccc(/C=C/C(=O)c2ccc(C)cc2)cc1 | 1.3 | 3 | 0 | 3 | 13 | -2 | 8 | -1 | -0.4
36 | Cc1ccc(S(=O)(=O)Nc2c(C)n(C)n(-c3ccccc3)c2=O)cc1C(=O)OC(C)C(=O)N(C)c1ccccc1 (stereo not given) | -0.7 | -9 | 0 | -1 | 0 | 6 | -1 | -2 | -1.4
37 | CCCS(=O)(=O)N1CCC(C(=O)c2cccc(C(F)(F)F)c2)CC1 | -0.2 | 1 | -7 | -2 | -1 | -8 | 6 | 3 | 0.0

More records follow:
#41 N#Cc1ccccc1NC(=O)CSc1nnc(-c2ccc(F)cc2)n1-c1ccccc1
#42 COc1cc(NC(=O)CN2C(=O)NC(c3ccccc3)(c3ccccc3)C2=O)c(C)cc1[N+](=O)[O-]
#43 CCCNC(=O)N1CCC(Cc2ccccc2)CC1
#44 Cc1cc(C)nc(SCc2nnc(SCc3ccc([N+](=O)[O-])cc3)n2Cc2ccco2)n1
#45 O=c1oc(-c2cccnc2)nc2ccccc12
#46 CN1CCN(c2ccccc2NC(=O)Cc2ccc(Cl)cc2)CC1
#47 O=C(NC1CCCCC1)C(c1ccccc1)N1CCC2(CC1)OCCO2 (stereo not given)

compound no.	41	42	43	44	45	46	47
MsrA inh	-1.1	1.9	0.4	1.1	-0.3	.	-1.0
MsrA act	-13	-7	-2	-4	-1	-4	-1
CendR NRP1 mod	4	-12	9	-12	14	2	-6
FAS TE block	2	30	-5	22	2	-6	-4
MLLE-PAM2 inh	-14	-1	-1	-20	-2	0	-10
eLon inh	-2	-8	-1	-13	-10	-1	-3
SKN-1 inh	-9	5	1	0	-11	4	14
MT1-MMP act inh	-2	-5	4	-4	2	-5	-2
TbMetRS inhib	-1.9	-0.4	-0.4	-0.1	-1.4	-0.2	0.2

Assay outcomes as filed in PubChem.
